MrgX1 ag: agonists of human MrgX1 receptor, primary screen, HEK293 cells, Fluo-4 calcium flux | B-score at 10 µM | Fluo-4 calcium fluorescence, agonist mode; stronger effect = higher value | AID 588627, 2011 | 0.44% of 310,000 active | Mas-related G-protein coupled receptor member X1 (Homo sapiens), Q96LB2;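 active = calcium response B-score plate-corrected fluorescence ratio at least 3 library SD, with starting fluorescence B-score inside 5 SD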
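System – MrgX1-expressing HEK293 cells · Incubation – cells plated overnight, dye loaded 0.5 h 37 °C, 0.5 h room temperature · Technique – kinetic Fluo-4 NW fluorescence of intracellular calcium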
HIF activator: HIF pathway transcriptional activators, primary screen, cell-based, U2OS HRE-luciferase, luminescence | AID 1910, 2009 | activation, % at 7.5 µM (by protocol) | 0.32% of 300,000 active | U2OS HRE-luciferase reporter; normalized: DMSO 0%, desferrioxamine 100%;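 active = mean activation of at least 10% of the iron chelator positive control signal, with at least half of replicates also reaching 10%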
PolyA inhibitor: polyadenylation inhibitors in yeast reporter cells, primary screen, luminescence, S. cerevisiae; AID 1875, 2009; calls only at 12 µM; 0.02% of 300,000 active; S. cerevisiae SKY197-pL101 polyadenylation reporter, beta-gal luminescence; efflux-impaired pdr1/pdr3 knockout yeast; score 100 = 6 SD above DMSO;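 active = lowest replicate activity score at least 50, where 100 means six control SD above control mean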;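 also: yeast exposed to compound for 9 h at 30 °C; higher score means more reporter readthrough which indicates perturbed polyadenylation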
TRPC4 inh: inhibitors of mouse TRPC4 channel, primary screen, Fluo4 calcium, HEK293 TRPC4beta/mu-opioid cells. Short transient receptor potential channel 4 (Mus musculus), Q9QUQ5. DAMGO-evoked Fluo4 calcium flux; stronger effect = lower value. B-score at 10 µM. 0.39% of 300,000 active. AID 2247, 2010;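 active = B-score over 3 SD under the library average, no early fluorescence shift, positive overall ratio signal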
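System: stable TRPC4beta/mu-opioid receptor HEK293 cells; Dosing: single-point compound dosing; Measured by: Fluo4 Ca2+ flux fluorescence; Read-out basis: per-well B score of integrated baseline-normalized Fluo4 ratio.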
MrgX1 antag: antagonists of human MrgX1 receptor, primary screen, HEK293 cells, Fluo-4 calcium flux. BAM8-22 antagonism; stronger effect = lower value. Mas-related G-protein coupled receptor member X1 (Homo sapiens), Q96LB2. AID 588676, 2011. B-score at 10 µM. 1.3% of 310,000 active;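 active = calcium-response B-score plate-corrected more than 3 library SD below zero, starting fluorescence within 5 deviations, no agonist response on first addition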;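 also: peak minus trough fluorescence over baseline after final BAM8-22 challenge near maximal dose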
AI-2 QS modul: Vibrio harveyi AI-2 quorum sensing modulators, primary screen, JMH597 strain, luminescence/OD600 ratio | Vibrio harveyi JMH597 AI-2 luminescence/OD600 ratio, 9 h; stronger effect = lower value; strain lacks LuxN and CqsS sensors; 0 = neutral-control median | activity change, % at 7.5 µM | 0.4% of 300,000 active | AID 2094, 2009; in the data active = activity change below about -75%, passing the limit was not always enough;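 also: luminescence divided by OD600 gain over 9 h not by final OD600 alone; inactives centre near 13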
TRPC4 act: activators of mouse TRPC4 channel, primary screen, Fluo4 calcium, HEK293 TRPC4beta/mu-opioid cells; Short transient receptor potential channel 4 (Mus musculus), Q9QUQ5; Fluo4 calcium fluorescence; stronger effect = higher value; B-score at 10 µM; 0.49% of 310,000 active; AID 2237, 2010;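 active = B-score above 5 SD of library B-scores, and initial fluorescence ratio not above library mean plus 5 SD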;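 also: positive B-score marks a calcium rise read as TRPC4 activation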
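Assay system: HEK293 stable line with TRPC4beta plus mu-opioid receptor. Times: dye 45 min RT, read 110 s. Measured by: kinetic Fluo4 calcium fluorescence. Measure: B score of integrated ratio. Controls: assay buffer as low control, maximal DAMGO as high control.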
MrgX1 PAM: positive allosteric modulators of MrgX1, primary screen, HEK293 cells, Fluo-4 calcium flux | 0.63% of 310,000 active | B-score at 10 µM | AID 588675, 2011 | FDSS; stronger effect = higher value;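 active = plate-corrected calcium response at least 3 library SD above typical, normal starting fluorescence, not activating the receptor alone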;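 also: compound read alongside a low EC10 to EC30 dose of BAM8-22 agonist; peak minus trough fluorescence over baseline measured at the second addition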
TRPC6 act: mouse TRPC6 channel activators, primary screen, cell-based, HEK293, membrane potential dye. Short transient receptor potential channel 6 (Mus musculus), Q61143. HEK293-TRPC6 membrane potential dye fluorescence; stronger effect = higher value. B-score at 10 µM. 0.13% of 310,000 active. AID 2550, 2010;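 active = B-score of the integrated fluorescence ratio above library mean plus 3 SD, and starting fluorescence ratio within library mean plus 5 SD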;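 also: higher score means more depolarization so channel activation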
Target sequence (Q61143 whole entry, looked up): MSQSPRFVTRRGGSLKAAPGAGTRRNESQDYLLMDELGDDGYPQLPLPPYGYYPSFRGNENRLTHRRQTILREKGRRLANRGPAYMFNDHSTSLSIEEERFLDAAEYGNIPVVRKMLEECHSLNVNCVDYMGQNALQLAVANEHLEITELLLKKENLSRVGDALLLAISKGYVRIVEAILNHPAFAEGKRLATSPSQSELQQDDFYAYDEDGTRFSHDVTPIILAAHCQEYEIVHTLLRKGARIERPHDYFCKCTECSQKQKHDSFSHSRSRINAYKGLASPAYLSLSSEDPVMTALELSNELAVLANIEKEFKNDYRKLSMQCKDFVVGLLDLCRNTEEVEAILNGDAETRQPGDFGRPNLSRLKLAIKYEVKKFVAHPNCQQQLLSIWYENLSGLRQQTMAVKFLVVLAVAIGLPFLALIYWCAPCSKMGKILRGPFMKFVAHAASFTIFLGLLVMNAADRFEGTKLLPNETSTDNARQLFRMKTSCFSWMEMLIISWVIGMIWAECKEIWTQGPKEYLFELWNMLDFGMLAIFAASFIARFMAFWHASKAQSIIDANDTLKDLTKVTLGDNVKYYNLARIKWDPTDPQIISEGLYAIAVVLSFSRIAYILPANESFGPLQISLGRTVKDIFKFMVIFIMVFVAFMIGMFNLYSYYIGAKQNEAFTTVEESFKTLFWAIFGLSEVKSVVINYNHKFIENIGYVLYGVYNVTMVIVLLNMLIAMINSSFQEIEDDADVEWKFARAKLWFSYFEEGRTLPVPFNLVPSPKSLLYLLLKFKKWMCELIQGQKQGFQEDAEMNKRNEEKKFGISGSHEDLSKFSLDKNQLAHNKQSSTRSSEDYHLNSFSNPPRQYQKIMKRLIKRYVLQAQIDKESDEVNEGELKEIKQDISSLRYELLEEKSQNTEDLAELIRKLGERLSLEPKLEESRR
TRPC6 inh: mouse TRPC6 channel inhibitors, primary screen, cell-based, HEK293, membrane potential dye; Short transient receptor potential channel 6 (Mus musculus), Q61143; ACh-evoked depolarization; stronger effect = lower value; B-score at 10 µM; 1.1% of 310,000 active;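 active = B-score under library mean minus 3 SD, initial fluorescence not abnormally high, positive integrated signal ratio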;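 also: B-score derived from integrated fluorescence ratio over the kinetic read; more negative B-score means stronger inhibition of depolarization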
TRPC4 PAM: positive allosteric modulators of TRPC4, primary screen, cell-based, mouse TRPC4beta, HEK293 mu-opioid, Fluo-4 calcium; Short transient receptor potential channel 4 (Mus musculus), Q9QUQ5; DAMGO EC20, Fluo-4 Ca2+ flux; stronger effect = higher value; B-score at 10 µM; 0.42% of 310,000 active;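 active = B-score of calcium response area above 5 SD of library B-scores, with initial fluorescence ratio within 5 SD of library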;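 also: B-score of integrated fluorescence ratio over time as area under calcium response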
* = called active by the depositor. The list is partial (hit frequency here may not be typical).

Screening O=C(N/N=C/c1ccc2c(c1)OCO2)C1CC1 returned MrgX1 ag inactive, HIF activator 0.8, PolyA inhibitor inactive, TRPC4 inh inactive, MrgX1 antag -5.4*, AI-2 QS modul 33, TRPC4 act inactive, MrgX1 PAM inactive, TRPC6 act inactive, TRPC6 inh inactive and TRPC4 PAM inactive.
`CC(=O)Cc1nsc(NC(=O)c2cccs2)n1` gave MrgX1 ag inactive, HIF activator 0.0, PolyA inhibitor inactive, TRPC4 inh inactive, MrgX1 antag inactive, AI-2 QS modul 52, TRPC4 act inactive, MrgX1 PAM inactive, TRPC6 act inactive, TRPC6 inh inactive and TRPC4 PAM inactive.
Screening O=C(COc1ccc2ccccc2c1)Nc1ccccc1C(=O)O returned MrgX1 ag inactive, HIF activator 0.2, PolyA inhibitor inactive, TRPC4 inh inactive, MrgX1 antag inactive, AI-2 QS modul 57, TRPC4 act inactive, MrgX1 PAM inactive, TRPC6 act inactive, TRPC6 inh inactive and TRPC4 PAM inactive.
`CN(C)c1cc(C(F)(F)F)nc(-c2ccccn2)n1` gave MrgX1 ag inactive, HIF activator -1.0, PolyA inhibitor inactive, TRPC4 inh inactive, MrgX1 antag inactive, AI-2 QS modul -3, TRPC4 act inactive, MrgX1 PAM inactive, TRPC6 act inactive, TRPC6 inh inactive and TRPC4 PAM inactive.
`Cc1cc(N)n(-c2ccc(S(=O)(=O)N3CCOCC3)cc2[N+](=O)[O-])n1` gave MrgX1 ag inactive, HIF activator -9.2, PolyA inhibitor inactive, TRPC4 inh inactive, MrgX1 antag inactive, AI-2 QS modul 15, TRPC4 act inactive, MrgX1 PAM inactive, TRPC6 act inactive, TRPC6 inh inactive and TRPC4 PAM inactive.
`O=C(COc1ncnc2ccccc12)Nc1cc([N+](=O)[O-])ccc1F` gave MrgX1 ag inactive, HIF activator -0.4, PolyA inhibitor inactive, TRPC4 inh inactive, MrgX1 antag inactive, AI-2 QS modul 3, TRPC4 act inactive, MrgX1 PAM inactive, TRPC6 act inactive, TRPC6 inh inactive and TRPC4 PAM inactive.
Screening O=C(COC(=O)C1CCCCC1C(=O)N1CCc2ccccc21)NCc1ccco1 (configuration not stated) returned MrgX1 ag inactive, HIF activator -2.0, PolyA inhibitor inactive, TRPC4 inh inactive, MrgX1 antag inactive, AI-2 QS modul -9, TRPC4 act inactive, MrgX1 PAM inactive, TRPC6 act inactive, TRPC6 inh inactive and TRPC4 PAM inactive.
`CCOC(=O)C1CCCN(C(=O)CN2C(=O)COc3ccc(C(C)(C)C)cc32)C1` (configuration not stated) gave MrgX1 ag inactive, HIF activator 0.1, PolyA inhibitor inactive, TRPC4 inh inactive, MrgX1 antag inactive, AI-2 QS modul 15, TRPC4 act inactive, MrgX1 PAM inactive, TRPC6 act inactive, TRPC6 inh inactive and TRPC4 PAM inactive.
For NS(=O)(=O)c1ccc(NC(=O)/C=C/c2ccco2)cc1 the results were MrgX1 ag inactive, HIF activator 0.8, PolyA inhibitor inactive, TRPC4 inh inactive, MrgX1 antag inactive, AI-2 QS modul 24, TRPC4 act inactive, MrgX1 PAM inactive, TRPC6 act inactive, TRPC6 inh inactive and TRPC4 PAM inactive.
Screening COc1ccc(-c2cc(C3CCN(C(=O)OC(C)(C)C)CC3)[nH]n2)cc1 returned MrgX1 ag inactive, HIF activator -0.3, PolyA inhibitor inactive, TRPC4 inh inactive, MrgX1 antag inactive, AI-2 QS modul -2, TRPC4 act inactive, MrgX1 PAM inactive, TRPC6 act inactive, TRPC6 inh inactive and TRPC4 PAM inactive.
For O=C(NC1CCS(=O)(=O)C1)c1cccs1 (configuration not stated) the results were MrgX1 ag inactive, HIF activator -23, PolyA inhibitor inactive, TRPC4 inh inactive, MrgX1 antag inactive, AI-2 QS modul 20, TRPC4 act inactive, MrgX1 PAM inactive, TRPC6 act inactive, TRPC6 inh inactive and TRPC4 PAM inactive.
Screening CCn1c(Cc2ccccc2)nnc1SCC(=O)Nc1ccc2c(c1)OCO2 returned MrgX1 ag inactive, HIF activator -0.1, PolyA inhibitor inactive, TRPC4 inh inactive, MrgX1 antag inactive, AI-2 QS modul 11, TRPC4 act inactive, MrgX1 PAM inactive, TRPC6 act inactive, TRPC6 inh inactive and TRPC4 PAM inactive.
Screening CCc1sc(NC(=O)CN2CCC(C(N)=O)CC2)nc1-c1ccccc1 returned MrgX1 ag inactive, HIF activator 1.0, PolyA inhibitor inactive, TRPC4 inh inactive, MrgX1 antag inactive, AI-2 QS modul 7, TRPC4 act inactive, MrgX1 PAM inactive, TRPC6 act inactive, TRPC6 inh inactive and TRPC4 PAM inactive.
Screening O=C(Cc1ccccc1)NNC(=O)Nc1cccc(Cl)c1 returned MrgX1 ag inactive, HIF activator -44, PolyA inhibitor inactive, TRPC4 inh inactive, MrgX1 antag inactive, AI-2 QS modul 23, TRPC4 act inactive, MrgX1 PAM inactive, TRPC6 act inactive, TRPC6 inh inactive and TRPC4 PAM inactive.
For O=S(=O)(Nc1ccc(Oc2ncccn2)c(Cl)c1)c1ccc(F)cc1 the results were MrgX1 ag inactive, HIF activator -1.8, PolyA inhibitor inactive, TRPC4 inh inactive, MrgX1 antag inactive, AI-2 QS modul 20, TRPC4 act inactive, MrgX1 PAM inactive, TRPC6 act inactive, TRPC6 inh inactive and TRPC4 PAM inactive.
`COc1ccccc1N1CCN(C(=O)C2CCCCN2S(=O)(=O)c2ccc(C)cc2)CC1` (configuration not stated) gave MrgX1 ag inactive, HIF activator -0.5, PolyA inhibitor inactive, TRPC4 inh inactive, MrgX1 antag inactive, AI-2 QS modul 1, TRPC4 act inactive, MrgX1 PAM inactive, TRPC6 act inactive, TRPC6 inh inactive and TRPC4 PAM inactive.
`COc1cc(-c2nc(C)c(C(C)=O)n2O)ccc1OCC(=O)Nc1ccc(F)cc1` gave MrgX1 ag inactive, HIF activator 0.5, PolyA inhibitor inactive, TRPC4 inh inactive, MrgX1 antag inactive, AI-2 QS modul 12, TRPC4 act inactive, MrgX1 PAM inactive, TRPC6 act inactive, TRPC6 inh inactive and TRPC4 PAM inactive.
COc1cccc(-c2nnc(SCC(=O)Nc3cc(C)on3)n2C)c1 was read as MrgX1 ag inactive, HIF activator -0.5, PolyA inhibitor inactive, TRPC4 inh inactive, MrgX1 antag inactive, AI-2 QS modul 2, TRPC4 act inactive, MrgX1 PAM inactive, TRPC6 act inactive, TRPC6 inh inactive and TRPC4 PAM inactive.
`Cc1cccc(C2c3[nH]c4ccccc4c3CCN2C(=O)CN2CCOC2=O)n1` (configuration not stated) gave MrgX1 ag inactive, HIF activator -0.3, PolyA inhibitor inactive, TRPC4 inh inactive, MrgX1 antag inactive, AI-2 QS modul 0, TRPC4 act inactive, MrgX1 PAM inactive, TRPC6 act inactive, TRPC6 inh inactive and TRPC4 PAM inactive.
`CCN1CCN(CCNC(=O)c2ccc(CS(=O)c3ccc(Br)cc3)o2)CC1` (configuration not stated) gave MrgX1 ag inactive, HIF activator -0.1, PolyA inhibitor inactive, TRPC4 inh inactive, MrgX1 antag inactive, AI-2 QS modul 15, TRPC4 act inactive, MrgX1 PAM inactive, TRPC6 act inactive, TRPC6 inh inactive and TRPC4 PAM inactive.
`CCc1ccc(N(CC(=O)NCCc2ccccc2)C(=O)CCC(=O)Nc2ccccn2)cc1` gave MrgX1 ag inactive, HIF activator 0.2, PolyA inhibitor inactive, TRPC4 inh inactive, MrgX1 antag inactive, AI-2 QS modul 17, TRPC4 act inactive, MrgX1 PAM inactive, TRPC6 act inactive, TRPC6 inh inactive and TRPC4 PAM inactive.
`O=[N+]([O-])c1ccc2ncnc(Nc3ccc4c(c3)OCCO4)c2c1` gave MrgX1 ag inactive, HIF activator 1.3, PolyA inhibitor inactive, TRPC4 inh inactive, MrgX1 antag inactive, AI-2 QS modul 20, TRPC4 act inactive, MrgX1 PAM inactive, TRPC6 act inactive, TRPC6 inh inactive and TRPC4 PAM inactive.
Screening COc1ccccc1NC(=O)C/C(N)=N/O returned MrgX1 ag inactive, HIF activator 0.1, PolyA inhibitor inactive, TRPC4 inh inactive, MrgX1 antag inactive, AI-2 QS modul 11, TRPC4 act inactive, MrgX1 PAM inactive, TRPC6 act inactive, TRPC6 inh inactive and TRPC4 PAM inactive.
CNC(=O)Cn1c(C)cc(=O)c2cccc(C)c21 was read as MrgX1 ag inactive, HIF activator -0.1, PolyA inhibitor inactive, TRPC4 inh inactive, MrgX1 antag inactive, AI-2 QS modul 14, TRPC4 act inactive, MrgX1 PAM inactive, TRPC6 act inactive, TRPC6 inh -6.2* and TRPC4 PAM inactive.
For Cc1cc(C)n(-c2ccc(C(C)C)cc2)c(=O)c1C#N the results were MrgX1 ag inactive, HIF activator -0.4, PolyA inhibitor inactive, TRPC4 inh inactive, MrgX1 antag inactive, AI-2 QS modul 2, TRPC4 act inactive, MrgX1 PAM inactive, TRPC6 act inactive, TRPC6 inh inactive and TRPC4 PAM inactive.
COc1ccc2c(c1)c1nc(SCC(C)C)n(CCO)c(=O)c1n2C was read as MrgX1 ag inactive, HIF activator -0.5, PolyA inhibitor inactive, TRPC4 inh inactive, MrgX1 antag inactive, AI-2 QS modul 14, TRPC4 act inactive, MrgX1 PAM inactive, TRPC6 act inactive, TRPC6 inh inactive and TRPC4 PAM inactive.
CN(CC1CCCO1)S(=O)(=O)c1ccc(C(=O)Nc2ccc(F)cc2)cc1 (configuration not stated) was read as MrgX1 ag inactive, HIF activator -0.3, PolyA inhibitor inactive, TRPC4 inh inactive, MrgX1 antag inactive, AI-2 QS modul 16, TRPC4 act inactive, MrgX1 PAM inactive, TRPC6 act inactive, TRPC6 inh inactive and TRPC4 PAM inactive.

Compound activity deposited in PubChem BioAssay by several laboratories.
